Salmonella PhoP GFP: inhibitors of PhoP regulon expression, primary screen, Salmonella Typhimurium, GFP reporter (AID 1863); S. Typhimurium PhoP-regulated promoter GFP reporter, 4 h; higher % means a stronger effect; inhibition, % at 50 µM; hits with a dose series show IC50 in µM; 0.16% of 300,000 active;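 active = inhibition over 29.93%, a cutoff 3 SD above the screen mean, later confirmed by dose response; inconclusive = inhibition over 29.93% but no dose response follow-up; inactive = inhibition at most 29.93% or unconfirmed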;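 note: 0% = low Mg2+ inducing control and 100% = high Mg2+ repressing control; strong numbers were not always called active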
TNAP activators: human TNAP enzyme activators, primary screen, biochemical, luminescent, no phosphate acceptor, uHTS (AID 1001); activation fold at 20 µM, or EC50 in µM where a hit was titrated; 0.03% of 200,000 active; purified TNAP, luminescent activation assay, no phosphate acceptor; higher activation fold means a stronger effect; in the data active = activation fold from about 3, or a potency from the dose series; inactive = the rest, 99 in 100 with activation fold below about 1.6; note: many of its hits are not listed in these tables
human PMI inhibitors: human PMI inhibitors, high substrate, primary screen, biochemical, fluorescence intensity, high mannose 6-phosphate (AID 1220); Mannose-6-phosphate isomerase (Homo sapiens); inhibition, % at 20 µM, or IC50 in µM where a hit was titrated; 0.66% of 190,000 active; recombinant PMI enzyme, coupled fluorescence intensity; higher % means a stronger effect
Siah-1 displacement: Siah-1 peptide-binding antagonists, primary screen, biochemical, fluorescence polarization, rhodamine-plectin, uHTS (AID 1817); E3 ubiquitin-protein ligase SIAH1 (Homo sapiens); Siah-1 / rhodamine-plectin peptide fluorescence polarization; higher % means a stronger effect; displacement, % at 20 µM, or IC50 in µM where a hit was titrated; 0.02% of 290,000 active;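 active = displacement of at least 50% at 20 µM, with a fluorescence ratio check between 0.3 and a set limit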;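 note: plate controls were Siah plus tracer with DMSO for no effect and tracer alone without Siah for full effect; strong numbers were not always called active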
XIAP displacement: XIAP antagonists, biochemical, IAP family, fluorescence polarization (AID 1018). XIAP BIR domain, fluorescence polarization peptide displacement; higher % means a stronger effect. displacement, % at 20 µM, or IC50 in µM where a hit was titrated. E3 ubiquitin-protein ligase XIAP (Homo sapiens). 0.007% of 200,000 active; in the data active = displacement above about 50%; note: a part of the inactive calls stands beside numbers as strong as those of hits
human PMI inhibition: inhibitors of human PMI, primary screen, biochemical, fluorescence intensity, coupled assay (AID 1209); Mannose-6-phosphate isomerase (Homo sapiens); purified PMI enzyme, coupled fluorescence intensity; higher % means a stronger effect; one-dose inhibition, % at 20 µM; IC50 in µM for titrated hits; 0.42% of 190,000 active;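 note: plate controls were DMSO vehicle for no effect and wells lacking substrate for full effect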
WT yeast gro inh: growth inhibition of WT strain, primary screen, mitochondrial fusion inhibitor project, WT and mutant strains, chemical genetic; mitochondrial fusion phenotypic screen; inhibition, % at 10 µM; 2.1% of 190,000 active; AID 1362, 2008; in the data active = inhibition above about 58%; tested in S. cerevisiae
Myeloid diff MLP: induction of myeloid progenitor differentiation, primary screen, cell-based, flow cytometry, MLPCN library; AID 624256, 2012; ER-HoxA9 myeloid progenitors, lysozyme-GFP differentiation; calls only at 10 µM; 1% of 360,000 active;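 active = normalized GFP-positive differentiation at or above the plate's own cutoff, the solvent-only control mean plus 3 SD; inconclusive = no clear call, values can overlap the other calls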;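 note: cells exposed to compound for four days before flow analysis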
RSV antiviral HEp-2: RSV antiviral activity via CPE protection, HEp-2 cells, primary 10 µM value included (AID 2391) | HEp-2 cells, RSV-induced CPE inhibition; higher % means a stronger effect | CPE inhibition, % at 10 µM; hits with a dose series show IC50 in µM | 0.13% of 310,000 active; in the data active = a potency from the dose series; inconclusive = CPE inhibition mostly from about 23% at the one dose, without a potency; inactive = the rest, 99 in 100 with CPE inhibition below about 21%; note: strong numbers were not always called active
WT yeast gro inh mutant strain: further read-out of WT yeast gro inh, marked with its call; inhibition, %; mitochondrial fusion phenotypic screen, mutant strain inhibition
Myeloid diff MLP GFP+ MAC1+ %: recorded beside Myeloid diff MLP, whose call it bears; GFP+ MAC1+ double positive, %; measured here: differentiation confirmed by MAC1 staining
* = called active by the depositor; i = inactive; ? = inconclusive; . = not tested or not shown. Cut-off read from the data, not from the text of the source, unless noted: active = inhibition above about 50%; inactive = the rest.

SMILES	Salmonella PhoP GFP	TNAP activators	human PMI inhibitors	Siah-1 displacement	XIAP displacement	human PMI inhibition	WT yeast gro inh	WT yeast gro inh mutant strain	Myeloid diff MLP	Myeloid diff MLP GFP+ MAC1+ %	RSV antiviral HEp-2
O=C(O)C1CC=CCC1C(=O)NCc1ccccc1 (stereo unspecified)	-7%	1.1	4%	2%	0.6%	5%	-8	-10	i	5.7	2.8%
CCc1ccccc1NC1c2ccccc2C(=O)N1Cc1ccco1 (stereo unspecified)	12%	1.1	13%	5%	-2.1%	13%	-3	1	i	3.1	1.6%
Cc1ccccc1-c1noc(-c2ccccc2C(=O)N2CCCC2)n1	6%	1.1	6%	4%	-1.4%	4%	14	23	i	0.9	1.5%
CC1CN(c2ccc(S(=O)(=O)N3CCCC3)cn2)CC(C)O1 (stereo unspecified)	-4%	.	.	6%	.	.	.	.	i	0.3	0.2%
CCc1cc(C(=O)N/N=C/c2ccc(O)cc2O)c2ccccc2n1	6%	.	.	-1%	.	.	.	.	?	.	14%
CCC(=O)N1CCc2cc(Br)cc(S(=O)(=O)CCC(=O)NCCOC)c21	2%	0.9	1%	1%	-1.1%	-2%	-15	-9	i	0.9	1.9%
O=c1cc(N2CCCCC2)c2ccccc2o1	-6%	1.1	12%	1%	-4.9%	14%	-3	-8	i	0.4	4.7%
CS(=O)(=O)N1CCN(C(=O)c2ccc3c(c2)OCCO3)CC1	-6%	.	.	1%	.	.	.	.	i	0.4	1.0%
CN1/C(=C\C(=O)C[n+]2ccc3ccccc3c2)C(C)(C)c2ccccc21	-3%	1.1	5%	-1%	-14%	-7%	7	7	i	0.2	.
O=c1cc(CSc2nnc(NC3CCCCC3)s2)nc2sccn12	-4%	1	-4%	2%	-6.3%	-21%	-22	-8	i	0.1	2.0%
CCC(C)NC(=O)C1c2ccccc2C(=O)N(c2ccc(OC)cc2)C1c1ccc(OC)cc1 (stereo unspecified)	-6%	1.2	1%	4%	-2.8%	5%	0	2	i	1.2	3.1%
Cc1cc(C(=O)N/N=C/c2cccnc2)c2ccccc2n1	0%	.	.	0%	.	.	.	.	i	2.2	3.0%
CSc1nc2ccccc2n1C(=O)NC1CCCCC1	-6%	1.1	-8%	-5%	0.1%	3%	8	25	i	0.6	2.3%
COc1ccc(CC(=O)Nc2ccc(/C(C)=N/NC(=O)c3ccc(OC)cc3OC)cc2)cc1	5%	.	.	6%	.	.	.	.	i	0.6	2.1%
CC1CN(/C(=N\S(=O)(=O)c2ccccc2)c2ccccc2)CC(C)O1 (stereo unspecified)	-5%	.	.	-1%	.	.	.	.	i	1.4	-1.0%
CCOC(=O)c1c(C)[nH]c(C)c1C(=O)COC(=O)c1cc(OC)cc(OC)c1	-2%	1.1	14%	3%	-4.2%	14%	5	4	i	0.3	1.6%
Cc1cccc(OCCNC(=O)c2cccc(Oc3ccc(C(F)(F)F)cc3[N+](=O)[O-])c2)c1	-9%	1.3	9%	-1%	-0.8%	18%	16	-1	i	0.3	12%
O=C(O)CSc1nnc(-c2ccccc2)o1	-1%	1	-6%	-2%	-3.9%	-6%	12	5	i	0.7	1.2%
COc1ccccc1CNC(=O)COC(=O)c1c(C)nn(-c2ccccc2)c1Cl	-2%	.	.	-2%	.	.	.	.	i	0.0	5.7%
Cc1cc(C)c(NC(=O)c2ccc(S(=O)(=O)N3CCOCC3)cc2)c(C)c1	3%	1.2	4%	6%	-1.6%	6%	8	7	i	1.2	1.1%
COCCCC1CCN(C(=O)C2CCC(=O)N(Cc3cccc(F)c3)C2)CC1 (stereo unspecified)	-10%	.	.	-2%	.	.	.	.	i	6.3	-0.5%
COC(=O)COc1ccc(C)cc1-n1nc2ccccc2n1	5%	1	-3%	-2%	-5.1%	-4%	74*	67*	i	0.3	-0.7%
CCOc1ccc(NC(=O)CSc2nccn2C)cc1	12%	1.1	-12%	6%	-0.9%	-2%	12	-3	i	6.1	1.7%
C=CCn1c(CSc2ccccc2[N+](=O)[O-])n[nH]c1=S	8%	.	.	21%	.	.	.	.	i	0.0	2.8%
CCNC(=O)COc1cccc2ccccc12	-3%	1.1	-1%	2%	-2.8%	1%	7	15	i	1.1	-0.9%
CC(C)NC(=O)NC(=O)COC(=O)c1cccc(S(=O)(=O)N2CCCCC2)c1	-8%	1.1	-14%	-2%	-4.7%	-3%	6	-22	i	0.5	1.4%
Cc1ccc(C)c(NC(=O)CSc2nnc(-c3ccccc3C)o2)c1	-4%	1.3	-6%	5%	0.8%	-11%	7	-3	i	1.8	0.9%
COc1cccc(NC(=O)N2CCC(n3nnc4ccccc43)CC2)c1	5%	1.1	34%	1%	-2.1%	9%	4	-6	i	0.6	2.8%
CC(=O)c1c(C)[nH]c(C(=O)NCCc2cccc(C)c2)c1C	-4%	1.1	16%	0%	-3.8%	9%	20	20	i	1.2	0.4%
CN(C)c1ccc(C=Nc2ccc(N(C)C)cc2)cc1	1%	1	59%*	-3%	-12%	35%	21	-5	i	0.8	1.9%

Eleven of the compounds above, bar-delimited.
Molecule | Salmonella PhoP GFP | TNAP activators | human PMI inhibitors | Siah-1 displacement | XIAP displacement | human PMI inhibition | WT yeast gro inh | WT yeast gro inh mutant strain | Myeloid diff MLP | Myeloid diff MLP GFP+ MAC1+ % | RSV antiviral HEp-2
O=C(O)C1CC=CCC1C(=O)NCc1ccccc1 (stereo unspecified) | -7% | 1.1 | 4% | 2% | 0.6% | 5% | -8 | -10 | i | 5.7 | 2.8%
CCc1ccccc1NC1c2ccccc2C(=O)N1Cc1ccco1 (stereo unspecified) | 12% | 1.1 | 13% | 5% | -2.1% | 13% | -3 | 1 | i | 3.1 | 1.6%
Cc1ccccc1-c1noc(-c2ccccc2C(=O)N2CCCC2)n1 | 6% | 1.1 | 6% | 4% | -1.4% | 4% | 14 | 23 | i | 0.9 | 1.5%
CC1CN(c2ccc(S(=O)(=O)N3CCCC3)cn2)CC(C)O1 (stereo unspecified) | -4% | . | . | 6% | . | . | . | . | i | 0.3 | 0.2%
CCc1cc(C(=O)N/N=C/c2ccc(O)cc2O)c2ccccc2n1 | 6% | . | . | -1% | . | . | . | . | ? | . | 14%
CCC(=O)N1CCc2cc(Br)cc(S(=O)(=O)CCC(=O)NCCOC)c21 | 2% | 0.9 | 1% | 1% | -1.1% | -2% | -15 | -9 | i | 0.9 | 1.9%
O=c1cc(N2CCCCC2)c2ccccc2o1 | -6% | 1.1 | 12% | 1% | -4.9% | 14% | -3 | -8 | i | 0.4 | 4.7%
CS(=O)(=O)N1CCN(C(=O)c2ccc3c(c2)OCCO3)CC1 | -6% | . | . | 1% | . | . | . | . | i | 0.4 | 1.0%
CN1/C(=C\C(=O)C[n+]2ccc3ccccc3c2)C(C)(C)c2ccccc21 | -3% | 1.1 | 5% | -1% | -14% | -7% | 7 | 7 | i | 0.2 | .
O=c1cc(CSc2nnc(NC3CCCCC3)s2)nc2sccn12 | -4% | 1 | -4% | 2% | -6.3% | -21% | -22 | -8 | i | 0.1 | 2.0%
CCC(C)NC(=O)C1c2ccccc2C(=O)N(c2ccc(OC)cc2)C1c1ccc(OC)cc1 (stereo unspecified) | -6% | 1.2 | 1% | 4% | -2.8% | 5% | 0 | 2 | i | 1.2 | 3.1%

The listing continues:
SMILES	Salmonella PhoP GFP	TNAP activators	human PMI inhibitors	Siah-1 displacement	XIAP displacement	human PMI inhibition	WT yeast gro inh	WT yeast gro inh mutant strain	Myeloid diff MLP	Myeloid diff MLP GFP+ MAC1+ %	RSV antiviral HEp-2
COc1ccc(S(=O)(=O)Nc2cc(C)ccn2)cc1	-9%	1.2	-1%	3%	-2.0%	2%	-1	13	i	1.0	1.9%
COc1ccc(NS(=O)(=O)c2cc(NC(=O)CNC(=O)c3ccc(C)s3)ccc2Cl)cc1	17%	1.1	8%	3%	-9.0%	1%	17	3	i	0.2	16%
CS(=O)(=O)c1ccc(C(=O)NC2CCOC2=O)cc1 (stereo unspecified)	3%	1	8%	-2%	-3.7%	-2%	5	-8	i	2.4	1.0%
Nc1cc(C(=O)OCC(=O)N2CCCC2)ccc1Cl	-1%	1.1	-1%	-5%	-2.7%	5%	13	12	i	0.5	2.0%
COc1cccc(-n2c(=O)n(Cc3ccccc3)c(=O)c3[nH]cnc32)c1C	-4%	.	.	7%	.	.	.	.	i	0.8	4.7%
Cc1ccccc1NC1=C(Cl)C(=O)OC1OC(=O)c1ccccc1C (stereo unspecified)	-5%	1.1	4%	1%	-5.9%	-1%	68*	39*	i	0.1	11%
Cc1ccccc1OCC(=O)Nc1ccc2[nH]ncc2c1	-4%	.	.	0%	.	.	.	.	i	0.4	11%
O=C(c1ccc2c(=O)n(Cc3ccccc3Cl)c(=S)[nH]c2c1)N1CCCC1	-4%	.	.	3%	.	.	.	.	i	7.0	2.6%
O=C1C(Cc2cccc([N+](=O)[O-])c2)SC(=Nc2ccccc2)N1c1ccccc1 (stereo unspecified)	1%	1	9%	9%	-6.1%	20%	11	11	i	0.6	1.3%
CN(CC1CCCN(CCc2cccc(C(F)(F)F)c2)C1)C(=O)c1ccc2nc[nH]c2c1 (stereo unspecified)	2%	.	.	1%	.	.	.	.	i	0.9	-2.4%
CC(=O)Nc1nc(-c2ccc(Cl)cc2)nc(C)c1C(C)=O	53%	1.2	17%	0%	-70%	18%	-3	-1	i	2.2	3.7%
O=C1CCCN1CCCNC(=S)Nc1ccc(F)c(Cl)c1	-2%	1.1	1%	-5%	-2.7%	0%	7	2	i	0.3	0.5%
CCCCCOCC1CC(C/C(C)=N/Nc2nc(-c3ccccc3)cs2)C(=O)O1 (stereo unspecified)	-7%	1	10%	0%	-0.7%	18%	0	-3	i	1.6	2.2%
Cc1cc(=O)n2[nH]c(C(=O)O)nc2n1	13%	1.1	-4%	6%	-5.1%	6%	-3	8	i	0.9	1.7%
COc1ccc(CNC(=O)CN(C)Cc2ccc(C(C)(C)C)cc2)cc1	-2%	.	.	4%	.	.	.	.	i	0.8	4.6%
Cc1cccc(OCc2nc3ccccc3n2C)c1	2%	.	.	-2%	.	.	.	.	i	0.2	3.6%
O=c1oc2ccccc2c(NC2CCCCC2)c1NS(=O)(=O)c1ccc(Br)cc1	-9%	.	.	13%	.	.	.	.	i	0.5	-0.6%
O=C(N=C1SCC(=O)N1c1ccccc1)c1ccco1	-4%	1.1	13%	-1%	-4.5%	16%	-23	0	.	.	2.4%
